AMA1-RON2 inh – qHTS for Inhibitors of AMA1-RON; Towards Development of Antimalarial Drug Lead: Primary Screen. AlphaScreen AMA1-biotinylated RON2 peptide binding. 0.2% of 360,000 active. Plasmodium falciparum AMA1 (3D7) - RON2 peptide interaction. Potency, µM (top dose mostly 58.2 µM), for inactives: at the highest dose activity change, negative = inhibition, actives largely listed as inhibitors; active means well fitted inhibition curve with a large enough effect; inconclusive means small, poorly fitted or top-dose-only effect; inactive means no such curve, though single readings can be large or run the other way;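 further: potency means the concentration at half of the fitted maximal effect; 0% = vehicle wells and -100% = peptide control; nearly all actives have a fitted effect of over 45% in size; some results filed as inactive show a strong effect at the top dose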
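AMA1 (3D7) with his tag at 25 nM final met compounds first, then biotinylated RON2 peptide at 25 nM; detection used donor plus acceptor beads, 10 µg/mL apiece, read by AlphaScreen after 30 min at room temperature.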
HCMV antiviral – qHTS Assay for inhibitors of the human cytomegalovirus (HCMV). HFF cells, HCMV-luciferase reporter, 72 h; active compounds read low. activity change, negative = inhibition, % at 57.5 µM. 4.5% of 410,000 active; in the data active means activity change below about -60%; inconclusive means no clear call, values can overlap the other calls; inactive means above about -39%
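Luciferase read-out from HCMV-luciferase-infected HFFs (MOI 1 PFU/cell) 72 h post infection at 37C; compounds added after 16 h cell attachment; activity normalized between buffer-only basal and Salinomycin (10uM) inhibitor controls.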
* = called active by the depositor; [ ] = another dose, or the depositor's remark. Unless noted, on the % scale 0 is the no-effect control and ±100 the full control effect. A portion of the library; the hit share may differ from the screen's.

Start of the data: the first two records (preview)
Results for CC(=O)Nc1cccc(-c2ccnc3c2CC(C(=O)Nc2ccc(Cl)cc2)O3)c1 (centres undefined) ?
AMA1-RON2 inh: -26%; HCMV antiviral: -37

What do the screens show for `COc1ccc(-c2ccc(CN3C(C)C(=O)N(Cc4cn(CCC5OCCO5)nn4)CCS3(=O)=O)cc2)cc1OC` (centres undefined)?
AMA1-RON2 inh: 6%; HCMV antiviral: -3

This part in full, previewed entries included:
Results for CC(=O)Nc1cccc(-c2ccnc3c2CC(C(=O)Nc2ccc(Cl)cc2)O3)c1 (centres undefined) ?
AMA1-RON2 inh: -26%; HCMV antiviral: -37

What do the screens show for `COc1ccc(-c2ccc(CN3C(C)C(=O)N(Cc4cn(CCC5OCCO5)nn4)CCS3(=O)=O)cc2)cc1OC` (centres undefined)?
AMA1-RON2 inh: 6%; HCMV antiviral: -3

Results for CCc1nc2ccc(C(=O)N(C)CCCN(C)C)cn2c1N(C)Cc1cc2ccccc2s1 ?
AMA1-RON2 inh: -5%; HCMV antiviral: -36

What do the screens show for `Cc1ccccc1Cn1c(=O)c2c(nc3n2CCCN3Cc2ccccc2)n(C)c1=O`?
AMA1-RON2 inh: 12%; HCMV antiviral: -27

How did OCCN1CCN(c2ncnc3c2ncn3[C@H]2CN(Cc3ccccc3)C[C@@H](CO)O2)CC1 do in these assays?
AMA1-RON2 inh: 23%; HCMV antiviral: -18

What do the screens show for `CCCCCCCCN1C(=O)[C@H](CC(=O)NCCCOCCCC)C[C@@]2(C(=O)OC)CCCCC=C12`?
AMA1-RON2 inh: -4%; HCMV antiviral: 12

What do the screens show for `O=C(COC(=O)/C=C/c1ccc2c(c1)OCO2)NCc1ccc(F)cc1`?
AMA1-RON2 inh: -3%; HCMV antiviral: -64*

Results for Cc1cccc(C)c1NC(=O)CN1CCC(Cc2ccccc2)CC1 ?
AMA1-RON2 inh: 3%; HCMV antiviral: -12

How did COc1ccc(NC(=O)C[C@H]2C(=O)N(c3ccc(Br)cc3)C[C@@H]2c2ccc(OC)cc2)cc1 do in these assays?
AMA1-RON2 inh: -3%; HCMV antiviral: 13

What do the screens show for `COc1ccc(CCNC(=O)c2ccc(NC(=O)CC3SC(N4CCCC4)=NC3=O)cc2)cc1OC` (centres undefined)?
AMA1-RON2 inh: 5%; HCMV antiviral: 0

How did CC(C)C[C@@H](CN1CCC[C@@H]1CN1C(=O)C(=O)NC[C@@H]1Cc1ccccc1)N1C[C@H](Cc2ccc(O)cc2)N(CC2CCCCC2)C(=O)C1=O do in these assays?
AMA1-RON2 inh: -3%; HCMV antiviral: inconclusive

Results for CCN(CC1CCCN(CCc2cccc(F)c2)C1)C(=O)c1ccoc1C (centres undefined) ?
AMA1-RON2 inh: -21%; HCMV antiviral: 3

How did Cc1ccccc1CC1(CO)CCCN(C(=O)c2ccoc2)C1 (centres undefined) do in these assays?
AMA1-RON2 inh: 0%; HCMV antiviral: -38

Results for COc1ccccc1NS(=O)(=O)c1cc(C(=O)N2CCN(C(=O)c3ccco3)CC2)ccc1F ?
AMA1-RON2 inh: -8%; HCMV antiviral: 31

What do the screens show for `N#CCCN(Cc1cccnc1)CN1C(=O)c2ccccc2C1=O`?
AMA1-RON2 inh: 0%; HCMV antiviral: inconclusive

How did CCC(c1nnnn1-c1c(C)cccc1C)N1CCN(CC)CC1 (centres undefined) do in these assays?
AMA1-RON2 inh: 0%; HCMV antiviral: -23

Results for CNc1ccc(-c2ccccc2CO)cn1 ?
AMA1-RON2 inh: 12%; HCMV antiviral: 13

Results for COc1ccc(OC)c(NC(=S)NCc2ccco2)c1 ?
AMA1-RON2 inh: 10%; HCMV antiviral: -6

How did O=C(Nc1ccc(Nc2ccccc2)cc1)c1ccc(Cl)cc1Cl do in these assays?
AMA1-RON2 inh: inconclusive; HCMV antiviral: inconclusive

How did C[C@@H]1CN([C@H](C)CO)S(=O)(=O)c2ccc(Br)cc2O[C@@H]1CN(C)Cc1ccc(-c2ccccc2)cc1 do in these assays?
AMA1-RON2 inh: inconclusive; HCMV antiviral: -10

How did CCCCNC(=O)C1(C)CCN1Cc1cc(C)ccc1C (centres undefined) do in these assays?
AMA1-RON2 inh: 12%; HCMV antiviral: -16

Results for CCOC(=O)c1nc2cc3n(c(C)c-2c1C)C(C)C(CC)=C3C (centres undefined) ?
AMA1-RON2 inh: 2%; HCMV antiviral: -16

How did O=C1CC2(CCCCC2)CC(=O)N1CCc1ccccc1 do in these assays?
AMA1-RON2 inh: 0%; HCMV antiviral: -13

How did COc1cc(C=C2Cc3ccccc3C2=O)cc(OC)c1OC do in these assays?
AMA1-RON2 inh: -3%; HCMV antiviral: 15

What do the screens show for `CCCCN(C=O)c1c(CC)nc2ccc(C(=O)N3CCN(C(C)=O)CC3)cn12`?
AMA1-RON2 inh: 0%; HCMV antiviral: 17

How did CCCS(=O)(=O)NC(=O)C1(C)CCCN(C(=O)c2ccc(C(F)(F)F)cc2)C1 (centres undefined) do in these assays?
AMA1-RON2 inh: 0%; HCMV antiviral: 1

Results for CC(=O)N1CCc2cc(S(=O)(=O)NCCC3=CCCCC3)ccc21 ?
AMA1-RON2 inh: -3%; HCMV antiviral: inconclusive

What do the screens show for `CC(=O)Nc1cc(-c2cccc(C(=O)N(C)C)c2)cn2c(-c3ccc(C(C)=O)cc3)cnc12`?
AMA1-RON2 inh: -6%; HCMV antiviral: -11

How did O=C1NC[C@@H](CCCCN2CCN(CCc3ccccc3)C(=O)C2=O)N(CC2CCCCC2)C1=O do in these assays?
AMA1-RON2 inh: 12%; HCMV antiviral: -7

What do the screens show for `Cc1cccc(N2CCC3(CC2)C(=O)NC(=O)NC3=O)c1`?
AMA1-RON2 inh: 3%; HCMV antiviral: -29

How did C=CCCC(=O)N1C[C@H]2CON(C)[C@H]2C[C@H]1c1cccc(Br)c1 do in these assays?
AMA1-RON2 inh: 2%; HCMV antiviral: -3

What do the screens show for `COC(=O)[C@H]1C[C@@]2(O)CN(S(=O)(=O)c3ccc(C)cc3)C[C@@]2(OC(=O)NC2CC2)C[C@H]1C(=O)OC`?
AMA1-RON2 inh: 2%; HCMV antiviral: -20

What do the screens show for `Cc1n[nH]c2ccccc2c1=O`?
AMA1-RON2 inh: 6%; HCMV antiviral: 24

Results for O=C(COC(=O)c1ccc2ccccc2c1)NCc1ccccc1 ?
AMA1-RON2 inh: 2%; HCMV antiviral: -17

How did CCc1nc2ccc(C(=O)NCCCn3ccnc3)cn2c1N(CC)CCOC do in these assays?
AMA1-RON2 inh: -5%; HCMV antiviral: -5

What do the screens show for `O=S(=O)(c1ccc(Br)cc1F)N1CCCCC1CCO` (centres undefined)?
AMA1-RON2 inh: 9%; HCMV antiviral: -6

What do the screens show for `CN(CCc1ccccc1)C(=O)c1ccc(NC(=O)Cc2cccc(NC(=O)C3CCN(C(=O)C4CCCC4)CC3)c2)cc1`?
AMA1-RON2 inh: -15%; HCMV antiviral: -21

Results for C=CCOC(=O)C1=C[C@@H](c2ccc(C(F)(F)F)cc2)C[C@@H](OCc2ccc(CO)cc2)O1 ?
AMA1-RON2 inh: 1%; HCMV antiviral: -4

Results for CC(C)CC1C(=O)N(Cc2cn(Cc3ccco3)nn2)CCS(=O)(=O)N1Cc1ccc(-c2ccncc2)cc1 (centres undefined) ?
AMA1-RON2 inh: -11%; HCMV antiviral: inconclusive

Results for COc1cc2c(c(OC)c1OC)-c1ccc(SC)c(=O)cc1C(NC=O)CC2 (centres undefined) ?
AMA1-RON2 inh: 1%; HCMV antiviral: -97*

What do the screens show for `CC[C@@H](NC(=O)[C@@H](Cc1ccccc1)NC(=O)CC[C@H]1O[C@@H](n2ccc(=O)[nH]c2=O)[C@H](O)[C@@H]1O)c1ccccc1`?
AMA1-RON2 inh: 3%; HCMV antiviral: -1

How did Cc1[nH]c(=O)c(C#N)c(C)c1CSc1ncccn1 do in these assays?
AMA1-RON2 inh: -11%; HCMV antiviral: 35

Results for CCCCN(C)c1c(C)nc2ccc(C(=O)NCCc3c[nH]c4ccccc34)cn12 ?
AMA1-RON2 inh: -24%; HCMV antiviral: 6

How did COc1ccc(CN2C(=O)C(CC(=O)NC3CCCCC3)CC(C(=O)N(C)C)=C2C)cc1 (centres undefined) do in these assays?
AMA1-RON2 inh: 11%; HCMV antiviral: -11

How did CC1=CC2=C(C=O)C(=O)C(C)(O)C(O)C2=CO1 (centres undefined) do in these assays?
AMA1-RON2 inh: -2%; HCMV antiviral: 2

How did CCc1nc2ccc(C(=O)N(CC)CCN(C)C)cn2c1N(C)C(=O)c1cccc(OC)c1 do in these assays?
AMA1-RON2 inh: -1%; HCMV antiviral: 33

How did CC1(C(=O)NS(=O)(=O)C2CC2)CCN(C(=O)c2ccccc2F)C1 (centres undefined) do in these assays?
AMA1-RON2 inh: 8%; HCMV antiviral: 49

What do the screens show for `CC(C)C(NC(=O)C1(NC(=O)OCc2ccccc2)CCCC1)C(=O)O` (centres undefined)?
AMA1-RON2 inh: 13%; HCMV antiviral: -11

How did O=c1[nH]cnc2c1ncn2-c1ccc(Cl)cc1 do in these assays?
AMA1-RON2 inh: 5%; HCMV antiviral: -14

Results for CC(C)(C)OC(=O)C(C1NC(C(=O)O)C(C)(C)S1)N1C(=O)c2ccccc2C1=O (centres undefined) ?
AMA1-RON2 inh: -1%; HCMV antiviral: 6

Structures shown so far that contain a COOH group:
What do the screens show for `CC(C)C(NC(=O)C1(NC(=O)OCc2ccccc2)CCCC1)C(=O)O` (centres undefined)?
AMA1-RON2 inh: 13%; HCMV antiviral: -11

Results for CC(C)(C)OC(=O)C(C1NC(C(=O)O)C(C)(C)S1)N1C(=O)c2ccccc2C1=O (centres undefined) ?
AMA1-RON2 inh: -1%; HCMV antiviral: 6

New compounds follow.
Results for Cc1ccc(C(=O)Nc2ccccc2N2CCCCC2)cc1S(=O)(=O)N1CCOCC1 ?
AMA1-RON2 inh: -4%; HCMV antiviral: -32

How did COc1ccc(Cc2c(-c3ccccc3)nc3c4ccccc4ccn23)c(C)c1 do in these assays?
AMA1-RON2 inh: 15%; HCMV antiviral: -3

How did COc1cc(F)ccc1-c1cc(C(=O)NCc2cc(C(F)(F)F)cc(C(F)(F)F)c2)[nH]n1 do in these assays?
AMA1-RON2 inh: -3%; HCMV antiviral: 37

Results for Cc1cccc(CNC(=O)c2sc(=O)n(Cc3c(C)cccc3C)c2C)c1 ?
AMA1-RON2 inh: 0%; HCMV antiviral: 13

How did COC1OC(O)C(NC(=O)C(F)(F)F)CC1O (centres undefined) do in these assays?
AMA1-RON2 inh: 1%; HCMV antiviral: -2

What do the screens show for `N#Cc1ccc(-c2nc3ccc(Cl)cn3c2Cc2cccc(F)c2)cc1`?
AMA1-RON2 inh: 3%; HCMV antiviral: -3

Results for COc1ccc(Cc2c(C(C)(C)C)nc3cc(C)c(Br)c(C)n23)c(C)c1 ?
AMA1-RON2 inh: -5%; HCMV antiviral: -10

What do the screens show for `O=C1OC(Oc2ccc(Br)cc2)(c2ccccc2)c2ccccc21` (centres undefined)?
AMA1-RON2 inh: 0%; HCMV antiviral: -14

Results for Cc1ccc(F)c(S(=O)(=O)NC(=O)C2(C)CCN2C(=O)Cc2cc(F)ccc2F)c1 (centres undefined) ?
AMA1-RON2 inh: -6%; HCMV antiviral: -8

Results for COc1ccc(/C=C2\SC(=S)N(CCC(=O)N3CCOCC3)C2=O)cc1OC ?
AMA1-RON2 inh: 6%; HCMV antiviral: -34

Random excerpt: 2 records from the list.
What do the screens show for `N#Cc1ccc(-c2nc3ccc(Cl)cn3c2Cc2cccc(F)c2)cc1`?
AMA1-RON2 inh: 3%; HCMV antiviral: -3

Results for Cc1ccc(F)c(S(=O)(=O)NC(=O)C2(C)CCN2C(=O)Cc2cc(F)ccc2F)c1 (centres undefined) ?
AMA1-RON2 inh: -6%; HCMV antiviral: -8

(next part)
How did O=C(Nc1ccccc1Cl)c1cc(C2CCCN(C(=O)c3cccs3)C2)on1 (centres undefined) do in these assays?
AMA1-RON2 inh: -4%; HCMV antiviral: -37

How did CCOC(=O)[C@]12CCCC=C1N(Cc1cccc3ccccc13)C(=O)[C@H](CC(=O)NCc1ccc(C)o1)C2 do in these assays?
AMA1-RON2 inh: -12%; HCMV antiviral: -2

What do the screens show for `COCCNc1nc(NCCCN(C)C)c2sccc2n1`?
AMA1-RON2 inh: -3%; HCMV antiviral: -9

How did Cc1ccc2nc(-c3ccc(F)cc3)c(Cc3ccccn3)n2c1 do in these assays?
AMA1-RON2 inh: 23%; HCMV antiviral: 25

How did Cc1ccccc1C(=O)N1CCC[C@@H]1C(=O)N1CCC[C@H]1C(=O)NCc1ccncc1 do in these assays?
AMA1-RON2 inh: 3%; HCMV antiviral: -15

Results for CCOC(=O)c1ccc(NC(=S)P(=O)(c2ccccc2)c2ccccc2)cc1 ?
AMA1-RON2 inh: 78%[activator]; HCMV antiviral: -24

Results for CN(C)c1nc(N)nc2c1ncn2C1OC(CO)CC1O (centres undefined) ?
AMA1-RON2 inh: 2%; HCMV antiviral: inconclusive

How did CCCCNC(=O)C1(C)CCCCN1C(=O)c1ccc(OC)c(C(F)(F)F)c1 (centres undefined) do in these assays?
AMA1-RON2 inh: 9%; HCMV antiviral: 6

Screening data from PubChem BioAssay.
